BoNT-A LC inh2: inhibitors of Botulinum neurotoxin A light chain protease | multiplex microsphere protease substrate cleavage, flow cytometry | inhibition, % at 10 µM | 360,000 compounds, 0.17% hits; also: plate controls were buffer without enzyme for full effect and enzyme alone for no effect
Mtb BioA inh: blocks M. tuberculosis BioA enzyme activity | purified M. tuberculosis BioA enzyme, plate reader | inhibition, % at 9.99 µM | 360,000 compounds, 0.096% hits; in the data active = inhibition above about 40%; inconclusive = no clear call, values can overlap the other calls
GDH-TPI counter: inhibits GDH-TPI coupling enzymes, artifact for Mtb FBA screen; GDH-TPI coupled enzyme counterscreen, NADH absorbance; inhibition, % at 4.8 µM; AID 588335; 360,000 compounds, 1.2% hits; in the data active = inhibition above about 30%;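 also: 0% = DMSO wells and 100% = wells lacking the enzyme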
PfHsp40 yeast: compounds rescuing yeast from Plasmodium falciparum HSP40 toxicity. S. cerevisiae expressing PfHsp40, growth rescue, ATP luminescence. 340,000 compounds, 0.68% hits. growth rescue, % at 12.5 µM. AID 504582; in the data active = growth rescue above about 28%, passing the limit was not always enough; inconclusive = no clear call, values can overlap the other calls;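 also: yeast W303a lacking pdr1 and pdr3 grown in galactose medium; growth measured after three days at 30 °C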
FBA Mtb inh: inhibits M. tuberculosis FBA enzyme; purified M. tuberculosis FBA, fluorescence read-out; P9WQA3; inhibition, % at 1 µM; 360,000 compounds, 2.3% hits; in the data active = inhibition above about 27%;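 also: 0% = vehicle and 100% = reference inhibitor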
Target sequence (P9WQA3 whole entry, looked up): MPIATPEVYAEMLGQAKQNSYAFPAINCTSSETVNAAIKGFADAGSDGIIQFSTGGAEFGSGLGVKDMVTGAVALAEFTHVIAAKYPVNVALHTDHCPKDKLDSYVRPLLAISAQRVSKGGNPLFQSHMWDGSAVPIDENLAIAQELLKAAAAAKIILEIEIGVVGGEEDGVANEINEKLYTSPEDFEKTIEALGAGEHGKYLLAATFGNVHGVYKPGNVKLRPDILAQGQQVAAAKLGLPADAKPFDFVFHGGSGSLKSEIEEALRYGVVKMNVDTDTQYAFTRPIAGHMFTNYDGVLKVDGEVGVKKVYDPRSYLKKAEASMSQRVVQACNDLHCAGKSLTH
Mtb UGM inh: blocks M. tuberculosis UGM enzyme. P9WIQ1. purified UGM, fluorescence polarization probe displacement. 320,000 compounds, 0.06% hits. inhibition, % at 10 µM. AID 504406; in the data active = inhibition above about 10%, passing the limit was not always enough; inconclusive = no clear call, values can overlap the other calls
Target sequence (P9WIQ1 whole entry, looked up): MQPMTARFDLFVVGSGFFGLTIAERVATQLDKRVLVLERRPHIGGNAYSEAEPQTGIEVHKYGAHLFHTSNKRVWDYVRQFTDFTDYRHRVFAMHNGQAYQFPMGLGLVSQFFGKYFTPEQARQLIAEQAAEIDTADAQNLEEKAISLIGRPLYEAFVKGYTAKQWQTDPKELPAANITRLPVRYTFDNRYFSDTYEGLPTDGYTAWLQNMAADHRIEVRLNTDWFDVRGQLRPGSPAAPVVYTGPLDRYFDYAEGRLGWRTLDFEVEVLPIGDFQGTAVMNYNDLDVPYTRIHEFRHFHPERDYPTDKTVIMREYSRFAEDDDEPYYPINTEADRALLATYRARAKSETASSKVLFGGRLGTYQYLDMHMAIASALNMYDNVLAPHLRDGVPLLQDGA
Anthrax LF inh2: inhibitors of Bacillus anthracis lethal factor protease; AID 588501; 360,000 compounds, 0.12% hits; multiplex microsphere protease cleavage assay, LF; P15917; inhibition, % at 10 µM; also: plate controls were buffer without enzyme for full effect and enzyme alone for no effect
BoNT-F LC inh: blocks Botulinum neurotoxin F light chain protease; inhibition, % at 10 µM; 360,000 compounds, 0.22% hits; Multiplex microsphere protease cleavage assay, flow cytometry; in the data active = inhibition above about 35%, passing the limit was not always enough; inconclusive = no clear call, values can overlap the other calls; also: plate controls were buffer without enzyme for full effect and enzyme alone for no effect
FadD28 FP inh: M. tuberculosis FadD28 bisubstrate binding inhibition. AID 588549. 360,000 compounds, 0.22% hits. FadD28 bisubstrate probe binding, fluorescence polarization. inhibition, % at 12.5 µM; in the data active = inhibition above about 8.5%, passing the limit was not always enough; inconclusive = no clear call, values can overlap the other calls
An asterisk follows results filed as active; ? = inconclusive; . = no result given; & = joins results of further samples. Rule as the data show it, unless noted: active = inhibition above about 30%; inconclusive = no clear call, values can overlap the other calls; inactive = below that.

Value order: FBA Mtb inh | PfHsp40 yeast | Anthrax LF inh2 | FadD28 FP inh | BoNT-A LC inh2 | Mtb BioA inh | GDH-TPI counter | BoNT-F LC inh | Mtb UGM inh
> CC1(C(=O)NCc2ccc(F)c(F)c2)Cc2c(-c3ccc4c(c3)OCO4)ccnc2O1 (configuration not stated)
    45* | . | -5 | -2.2 | -0.1 | 18 | 0 | -8 | .
> O=S1(=O)CC(N2CCCCC2)CN1Cc1ccc(F)cc1 (configuration not stated)
    -1 | . | -1 | -3.4 | -0.5 | 0.2 | . | -5 | .
> COc1cc(OC)cc(-c2c(C#Cc3ccsc3)c3cc(-c4cccc5[nH]ccc45)ccc3n2C)c1
    21 | -1.1 | -4 | -3.0 | 0.4 | -1.0 | 20 | -3 | 0.6
> CN1CCN(c2ccc(S(=O)(=O)N3CCCCC3)cc2NC(=O)/C=C/c2ccc(OC(F)F)cc2)CC1
    6 | -0.2 | 0 | -5.2 | 3.4 | 0.2 | 14 | 6 | -1.6
> COc1cccc(NC(=O)CC2Oc3ccccc3NC2=O)c1 (configuration not stated)
    3 | 0.5 | -6 | -2.3 | 0.1 | 0.4 | 2 | 5 | -0.5
> C=CCn1c(=O)c(C(=O)NCc2ccccc2)c(O)c2ccccc21
    0 | 129* | -2 | -2.9 | 0.9 | -0.3 | 10 | ? | -2.0
> CN(C)c1cccc(C(=O)N/N=C/c2ccccc2F)c1
    2 | -0.1 | 2 | -3.5 | -0.2 | . | 7 | -3 | 4.0
> CN=c1nc(-c2ccccc2)n(-c2ccccc2)s1
    4 | 7.3 | 0 | 0.5 | 3.1 | 0.2 | 8 | 48* | 2.0
> CC(=O)N1CCN(c2ccc(NC(=O)c3ccccc3C)cc2)CC1
    -2 | 0.6 | 0 | 0.2 | -3.0 | 0.1 | 0 | 12 | 1.8
> CCCN(C)C[C@@H]1OCCCC[C@@H](C)Oc2ccc(NS(=O)(=O)c3ccc(OC)cc3)cc2C(=O)N([C@H](C)CO)C[C@@H]1C
    1 | . | 3 | -2.7 | -0.4 | -1.4&-1.4 | . | 6 | .
> Cc1cccc(S(=O)(=O)NC(=O)C2(C)CCN2C(=O)c2sccc2C)c1 (configuration not stated)
    2 | . | -4 | 0.2 | -0.4 | -0.4 | 3 | -4 | .
> CCCCn1c(N)c(N(CC(C)C)C(=O)C2CC(=O)N(c3ccccc3C(C)CC)C2)c(=O)[nH]c1=O (configuration not stated)
    0 | -0.8 | -2 | -1.0 | -0.3 | 0.9 | 3 | 13 | -0.9
> Cc1ccc(S(=O)(=O)N2CCN(C(=O)CNC(=O)c3ccc(Br)o3)CC2)cc1
    2 | -0.7 | 0 | -0.9 | 6.1 | . | -10 | 7 | 0.8
> CC(C)c1[nH]c(=O)c(C#N)c2c1CSC(C)(C)C2
    10 | -0.3 | 0 | -8.5 | 0.8 | -1.3 | 9 | -1 | 0.7
> COc1ccc(-c2cnc3c(c2)C(=O)N([C@H](C)CO)C[C@H](C)[C@H](CN(C)C(=O)Cc2cccnc2)O3)cc1
    10 | . | 6 | -2.5 | -0.3 | -3.2&4.6 | 5 | -3 | .
> Cc1ccc(Nc2nc(N)nc(CSc3nnnn3-c3ccccc3)n2)cc1
    -1 | 0.0 | -8 | -3.3 | 1.3 | 0.2 | 2 | 11 | 1.8
> CC(C)NC(=O)c1cc(C2CCCCN2C(=O)c2ccc(C(C)C)cc2)on1 (configuration not stated)
    -4 | . | 1 | -0.5 | -0.4 | 0.3 | 12 | -5 | .
> COC(=O)c1ccccc1C(=O)N1CC(O)CO1 (configuration not stated)
    2 | 0.2 | -2 | 0.4 | -3.0 | 0.2 | -4 | 3 | 2.7
> CC1CCc2nc3ccc(S(=O)(=O)N4CCC(C(=O)NCc5ccccc5Cl)CC4)cc3c(C(=O)O)c2C1 (configuration not stated)
    3 | -0.3 | . | -2.6 | . | 0.6 | -5 | . | 3.0
> COc1cccc(CN(Cc2cccnc2)S(=O)(=O)c2ccc(-n3cnnn3)c(C)c2)c1
    2 | -1.3 | 0 | -1.7 | -0.4 | 12 | 13 | -13 | 0.1

(more compounds)
Value order: FBA Mtb inh | PfHsp40 yeast | Anthrax LF inh2 | FadD28 FP inh | BoNT-A LC inh2 | Mtb BioA inh | GDH-TPI counter | BoNT-F LC inh | Mtb UGM inh
> COc1ccc(CC(=O)NCC(=O)N/N=C/c2ccc(C)o2)cc1
    -6 | -2.1 | 3 | -3.3 | 0.7 | . | -7 | 2 | 0.6
> Cc1ccccc1NC(=O)Cc1nnc(SCC(=O)NC2CCCCC2)n1C
    0 | -1.3 | -1 | -1.0 | 1.0 | -0.4 | -2 | -23 | 1.9
> COc1ccccc1N1CCN(Cc2ccc(Br)o2)CC1
    1 | -0.4 | -3 | 0.2 | 1.8 | 0.4 | 7 | 1 | 2.9
> Cc1ccc(S(=O)(=O)NC(C(=O)N2CCOCCOCCOCCOCC2)C(C)C)cc1 (configuration not stated)
    0 | 0.8 | -14 | -0.1 | -5.2 | . | -5 | -3 | -0.2
> COc1ccccc1CCNC(=O)NC1CCCCC1
    -1 | -0.2 | 0 | -2.2 | 0.7 | -0.2 | 2 | -1 | 1.8
> O=c1[nH]c2ccc(Cl)cc2c(-c2ccccc2)c1N1CCN(c2ccccn2)CC1
    3 | 2.3 | -6 | 1.6 | 0.1 | -0.5 | 12 | -14 | -2.2
> CCN(CC)CCNC(=O)Cn1nc(-c2ccccc2)c2ccccc2c1=O
    2 | 0.7 | -3 | -1.8 | 0.4 | 0.2 | -3 | -7 | -1.6
> COc1ccc(NC(=O)c2ccc(NC(=O)C3COc4ccccc4O3)cc2)c(OC)c1 (configuration not stated)
    0 | -1.7 | 2 | -4.1 | 0.1 | -1.0 | -7 | 3 | .
> COc1cccc(CNC(=O)Cn2cc3c(n2)CCCCC3)c1
    -1 | -0.4 | -4 | 0.0 | -0.6 | -0.7 | 9 | 4 | -0.1
> COc1ccccc1-n1c(SCc2cc(=O)oc3cc(O)ccc23)nc2ccccc2c1=O
    72* | -0.2 | 0 | -3.1 | 0.0 | . | 8 | 2 | 4.1
> COCCNCC(=O)NCC12CC3CC(CC(C3)C1)C2
    1 | -1.0 | -1 | -0.4 | 0.1 | 0.2 | 5 | -9 | -1.3
> CCC(C)(C)NC(=O)C(c1ccccc1Cl)N(C(=O)CCC(=O)Nc1cc(C)on1)c1ccc(NC(C)=O)cc1 (configuration not stated)
    2 | -0.3 | -6 | 0.7 | -0.2 | -1.4 | 8 | -12 | 1.0
> O=P(O)(OCc1ccccc1)OCc1ccccc1
    -2 | -1.0 | -1 | -2.0 | 0.2 | 0.1 | -1 | -11 | 1.5
> COc1ccccc1NC1=CC(=O)CC(c2ccccc2)C1 (configuration not stated)
    8 | 0.8 | -3 | -3.2 | -0.6 | -1.1 | -6 | -8 | -1.4
> CC(=O)c1cccc(NC(=O)c2ccc3ccccc3c2)c1
    -3 | 2.1 | 16 | -7.0 | -1.3 | -0.9 | -7 | 3 | -1.1
> Cc1ccc(S(=O)(=O)N2CCCCC2)cc1C(=O)NCc1ccccn1
    1 | 0.1 | -5 | 1.4 | 0.4 | -3.3 | 5 | 1 | -0.5
> CCOC(=O)N1CCN(CC(O)c2ccc3cc[nH]c3c2)CC1 (configuration not stated)
    1 | 0.1 | -2 | 2.7 | -0.1 | -2.1 | 5 | 0 | 2.1
> O=C(CSc1nc2cc(Cl)ccc2o1)c1cccs1
    0 | 2.4 | -2 | -0.9 | -0.6 | . | 11 | -12 | 1.8
> CO[C@H]1/C=C/O[C@@]2(C)Oc3c(C)c(O)c4c(O)c(c5c(c4c3C2=O)NC2(CCN(CC(C)C)CC2)N=5)=NC(=O)/C(C)=C\C=C\[C@H](C)[C@H](O)[C@@H](C)[C@@H](O)[C@@H](C)[C@H](OC(C)=O)[C@@H]1C
    -1 | 0.3 | -2 | -0.8 | -0.5 | 0.7 | 25 | -1 | .
> CC(=O)OCC1(C)CN(c2ccccc2)N(C(C)=O)C1=O (configuration not stated)
    2 | -0.4 | 0 | -0.4 | -0.1 | . | 11 | -2 | -0.3

(continued)
Value order: FBA Mtb inh | PfHsp40 yeast | Anthrax LF inh2 | FadD28 FP inh | BoNT-A LC inh2 | Mtb BioA inh | GDH-TPI counter | BoNT-F LC inh | Mtb UGM inh
> O=C(O)CC(C(=O)O)N1C(=O)/C(=C/c2ccc(-c3nc4ccccc4s3)o2)SC1=S (configuration not stated)
    -1 | 14 | 2 | 29* | 1.3 | -2.6 | 6 | 1 | 0.1
> Clc1ccc(CSc2nnc(-c3sccc3-n3cccc3)o2)cc1
    -2 | -0.3 | -7 | -1.8 | -1.2 | -2.5 | 12 | -14 | 1.8
> COc1ccc(C(=O)N(c2ccccn2)C2CCCCC2)c(OC)c1
    9 | -0.5 | 0 | -2.6 | 0.3 | 3.2 | -9 | -4 | -1.3
> Cc1cc(OC(C)C(=O)NCCCN2CCOCC2)c2c(C)cc(=O)oc2c1 (configuration not stated)
    56* | 0.3 | 1 | -3.5 | 0.9 | -0.5 | -5 | 6 | 2.4
> COc1ccc(-c2nc3n(n2)C(=O)CC(c2ccco2)S3)cc1 (configuration not stated)
    0 | 0.2 | -2 | -4.3 | 0.6 | 1.6 | -12 | -3 | 1.1
> COc1ccc(CN2C(=O)NC(=O)/C(=C/c3ccc(OC)c(OC)c3OC)C2=O)cc1
    -6 | -0.9 | -3 | -1.4 | -2.1 | . | -3 | ? | 5.5
> COc1ccc(C2=NOC(Cn3nc(-c4ccccc4)cc3C(=O)NCc3ccco3)C2)cc1 (configuration not stated)
    -2 | -0.4 | 0 | -4.0 | -0.6 | -0.5 | -4 | -3 | 4.4
> CC(Sc1nnc(-c2ccncc2)n1C)C(=O)NCC(=O)Nc1ccc(F)c(F)c1F (configuration not stated)
    7 | . | 3 | 1.2 | 0.1 | -3.9 | 4 | 11 | .
> C/C(Cn1cnc([N+](=O)[O-])n1)=N\NC(=O)c1ccc(O)cc1O
    0 | -0.4 | -2 | -1.4 | -0.7 | . | 11 | -1 | 1.8
> Cc1c(C(=O)N2CCN(c3ccccn3)CC2)oc2c1C(=O)CC(C)(C)C2
    3 | 0.1 | -2 | -0.1 | -2.5 | -1.8 | 7 | 0 | -1.7
> CCC(C)C1Nc2ccc(C(=O)NCCc3ccc(OC)c(OC)c3)cc2NC1=O (configuration not stated)
    1 | 0.9 | 4 | -2.5 | 0.7 | -2.9 | 7 | -14 | 0.5
> NS(=O)(=O)c1cccnc1Nc1cccc(Cl)c1Cl
    0 | 0.4 | 0 | -0.6 | 0.0 | -1.6 | 5 | -2 | -0.4
> O=C1C2CCCN2C(c2cccc(Br)c2)N1c1ccc(F)cc1 (configuration not stated)
    -1 | -0.1 | -1 | -4.0 | 0.4 | -0.7 | -12 | -4 | -0.4
> O=[N+]([O-])c1cccnc1Nc1ccc(Cl)cc1
    -5 | . | 1 | -3.3 | -0.1 | 0.1 | 4 | -3 | .
> O=C1OCCC1Sc1nnc(-c2ccco2)n1-c1ccccc1 (configuration not stated)
    0 | -0.6 | -3 | -4.2 | 0.1 | . | -6 | 0 | 1.7
> CC1C(=O)Nc2ccccc2N1C(=O)c1cccc(C(F)(F)F)c1 (configuration not stated)
    1 | 0.4 | -10 | 0.0 | -3.2 | 2.1 | 4 | -11 | 1.9
> CCOC(=O)c1c(N)n(C2CC(C)(C)NC(C)(C)C2)c2nc3ccccc3nc12
    154* | 1.3 | 2 | 3.2 | 1.4 | -0.6 | 23 | 4 | -2.3

Screening results as filed in PubChem.
